# AGP1 TOR yeast = yeast TOR pathway AGP1-GFP modulation | S. cerevisiae AGP1-GFP multiplex flow cytometry, 3 h; GFP as percent of DMSO wells | GFP response vs DMSO, % at 10 µM | actives 0.02% (n = 320,000) | AID 2066;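 active means GFP response relative to DMSO above a set limit, near screen average plus 3 SD, cut at about 150% in these data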;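 further: median GFP channel fluorescence of the gated AGP1 strain per well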
# LAP4 TOR yeast = alters LAP4-GFP fluorescence in TOR pathway yeast screen; S. cerevisiae LAP4-GFP multiplex, flow cytometry GFP, 3 h; median GFP as percent of DMSO wells; GFP response vs DMSO, % at 10 µM; actives 0.34% (n = 320,000); AID 2023;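 active means GFP response vs DMSO above a set limit, about the screen mean plus 3 SD, cut at about 150% in these data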
# CIT2-GFP yeast = modulators of TOR pathway CIT2-GFP in S. cerevisiae. S. cerevisiae CIT2-GFP strain, flow cytometry, 3 h; 100 means same as DMSO wells. GFP response vs DMSO, % at 10 µM. actives 0.065% (n = 320,000). AID 2029;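 active means GFP response relative to DMSO above a set limit, near the screen mean plus 3 SD, cut at about 150% in these data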;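 further: ratio of well median GFP fluorescence to mean of DMSO wells on the plate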
# AHR act = activates the human aryl hydrocarbon receptor; P35869; AHR-responsive luciferase reporter cells, luminescence; activation, % at 5 µM; actives 2.5% (n = 320,000); in the data active means activation above about 47%;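 further: 0% = vehicle wells and 100% = reference agonist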
# proCasp3 act = activates human procaspase-3; AID 463141; actives 0.11% (n = 330,000); recombinant procaspase-3 D3A, Ac-DEVD-pNA absorbance 405 nm; activation, % at 8.5 µM; P42574;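 active means activation above the mean of all tested compounds plus 3 SD, cut at about 21% in these data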;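 further: 0% = DMSO alone and 100% = DMSO wells spiked with extra 5 µM PC-3 D3A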
# Target sequence (P42574 whole entry D9A/D28A/D175A): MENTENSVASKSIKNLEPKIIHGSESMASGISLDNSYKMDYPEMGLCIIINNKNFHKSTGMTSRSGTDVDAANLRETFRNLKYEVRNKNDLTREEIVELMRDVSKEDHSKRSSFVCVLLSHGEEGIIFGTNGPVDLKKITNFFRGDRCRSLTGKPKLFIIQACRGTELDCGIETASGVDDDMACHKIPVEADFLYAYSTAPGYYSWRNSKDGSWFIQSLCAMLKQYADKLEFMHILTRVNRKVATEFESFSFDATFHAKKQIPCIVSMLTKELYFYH
#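 Assay system – Procaspase-3 D3A mutant, all three cleavage aspartates alanine · Controls – DMSO-only low control, 5 µM PC-3 D3A high control · Schedule – 1 h compound preincubation, 2 h substrate hydrolysis at 25 °C · Signal – 405 nm absorbance of p-nitroaniline, reads at 0 and 120 min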
# RPL19A TOR yeast = yeast TOR pathway RPL19A-GFP modulation. percent response vs DMSO, % at 10 µM. S. cerevisiae RPL19A-GFP strain, flow cytometry, 3 h; hits give low values. actives 0.3% (n = 330,000). AID 2025;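 active means percent response vs DMSO below 50%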;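 further: median channel GFP fluorescence of the barcoded RPL19A-GFP strain; ratio of sample median GFP to plate DMSO average so 100% = DMSO; lower means less RPL19A-GFP as with rapamycin TOR inhibition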
# MEP2 TOR yeast = modulators of TOR pathway MEP2-GFP in S. cerevisiae; AID 2016; GFP response vs DMSO, % at 10 µM; S. cerevisiae MEP2-GFP strain, flow cytometry GFP, 3 h; 100% = DMSO control level; actives 0.51% (n = 330,000);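 active means GFP response versus DMSO above a set limit, roughly screen mean plus 3 SD, cut at about 180% in these data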;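 further: median GFP fluorescence of the barcode-gated MEP2-GFP cells per well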
# procasp7 counter = activates human procaspase-7, counter-screen for procaspase-3 activators | P55210 | recombinant procaspase-7, Ac-DEVD-pNA absorbance 405 nm; D23A/D198A/D206A triple mutant, cannot self-cleave; scale: DMSO 0, 5 µM enzyme 100 | activation, % at 8.5 µM | actives 0.093% (n = 330,000);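 active means percent activation above the screen-wide mean plus 3 SD, cut at about 25% in these data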
# Target sequence (P55210 whole entry D23A/D198A/D206A): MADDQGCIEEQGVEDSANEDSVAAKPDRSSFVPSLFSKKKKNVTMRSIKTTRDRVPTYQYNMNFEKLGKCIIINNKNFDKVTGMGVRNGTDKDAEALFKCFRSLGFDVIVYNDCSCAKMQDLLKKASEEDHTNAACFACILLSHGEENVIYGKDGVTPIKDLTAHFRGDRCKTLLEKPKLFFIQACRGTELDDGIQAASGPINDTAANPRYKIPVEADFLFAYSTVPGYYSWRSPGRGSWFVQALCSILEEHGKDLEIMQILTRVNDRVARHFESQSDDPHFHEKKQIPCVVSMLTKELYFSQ
#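 Assay system: Uncleavable procaspase-7 mutant enzyme | Input: 2 µM procaspase-7 mutant as dispensed | Timing: 1 h compound preincubation, 2 h substrate cleavage, 25 °C | Repeats: One well per compound | Control set: DMSO wells as 0%, DMSO with 5 µM added PC-7 as 100% | Technique: Epi-absorbance of released pNA at 405 nm, two timepoints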
# An asterisk follows results filed as active; . = no result given.
# A first look, 15 compounds:
SMILES,AGP1 TOR yeast,LAP4 TOR yeast,CIT2-GFP yeast,AHR act,proCasp3 act,RPL19A TOR yeast,MEP2 TOR yeast,procasp7 counter
O=S(=O)(Nc1nccs1)c1cc(Cl)ccc1Cl,88,89,89,1,-6,93,97,5
Cc1sc2ncnc(N(C)C3CCCCC3)c2c1C,90,88,90,-1,-7,99,94,4
COc1ccc(C(=O)Nc2c(N)nc(SCC(=O)Nc3ccc(NC(C)=O)cc3)[nH]c2=O)cc1OC,99,95,104,11,10,95,95,7
CCOCCn1c(=NC(=O)CSCC(=O)N2CCOCC2)sc2cc(OC)ccc21,97,84,94,4,-6,99,81,9
CC(=O)Nc1ccc(-c2csc(Nc3ccc(S(N)(=O)=O)cc3)n2)cc1,109,96,118,0,3,98,101,6
Cc1occc1-c1nnc(SCCNCCO)o1,98,102,110,0,-2,106,98,1
O=C(O)c1ccccc1-c1ccccc1C(=O)NCc1cccnc1,95,91,.,1,-5,84,119,3
O=C(N/N=C/c1cccc([N+](=O)[O-])c1)c1cc2ccccc2o1,100,97,100,6,1,104,102,9
CC1CC(C)CN(CCOc2ccc(Br)cc2)C1 (configuration not stated),95,92,93,-1,8,97,89,3
COc1ccc(/C=N/NC(=O)CCc2c(C)n[nH]c2C)cc1O,91,83,.,1,-9,99,93,9
COc1ccccc1OCC(=O)Nc1ccc(C(N)=O)cc1,107,85,107,1,-2,100,112,-2
CN1CCN(S(=O)(=O)c2ccc(Sc3nc4ccccc4[nH]3)c3nsnc23)CC1,101,96,94,11,-12,97,96,-5
Oc1ccccc1CNCc1ccccc1,84,91,98,0,2,87,87,10
O=C(COC(=O)c1ccc(F)cc1F)Nc1cccnc1Cl,103,111,101,0,-1,109,107,2
COc1ccc([C@@H]2C[C@H]3CN(Cc4ccccc4OC)C(=O)[C@]34CCCN24)cc1C,101,91,108,3,2,106,107,6

# The list itself (from the top)
SMILES,AGP1 TOR yeast,LAP4 TOR yeast,CIT2-GFP yeast,AHR act,proCasp3 act,RPL19A TOR yeast,MEP2 TOR yeast,procasp7 counter
O=S(=O)(Nc1nccs1)c1cc(Cl)ccc1Cl,88,89,89,1,-6,93,97,5
Cc1sc2ncnc(N(C)C3CCCCC3)c2c1C,90,88,90,-1,-7,99,94,4
COc1ccc(C(=O)Nc2c(N)nc(SCC(=O)Nc3ccc(NC(C)=O)cc3)[nH]c2=O)cc1OC,99,95,104,11,10,95,95,7
CCOCCn1c(=NC(=O)CSCC(=O)N2CCOCC2)sc2cc(OC)ccc21,97,84,94,4,-6,99,81,9
CC(=O)Nc1ccc(-c2csc(Nc3ccc(S(N)(=O)=O)cc3)n2)cc1,109,96,118,0,3,98,101,6
Cc1occc1-c1nnc(SCCNCCO)o1,98,102,110,0,-2,106,98,1
O=C(O)c1ccccc1-c1ccccc1C(=O)NCc1cccnc1,95,91,.,1,-5,84,119,3
O=C(N/N=C/c1cccc([N+](=O)[O-])c1)c1cc2ccccc2o1,100,97,100,6,1,104,102,9
CC1CC(C)CN(CCOc2ccc(Br)cc2)C1 (configuration not stated),95,92,93,-1,8,97,89,3
COc1ccc(/C=N/NC(=O)CCc2c(C)n[nH]c2C)cc1O,91,83,.,1,-9,99,93,9
COc1ccccc1OCC(=O)Nc1ccc(C(N)=O)cc1,107,85,107,1,-2,100,112,-2
CN1CCN(S(=O)(=O)c2ccc(Sc3nc4ccccc4[nH]3)c3nsnc23)CC1,101,96,94,11,-12,97,96,-5
Oc1ccccc1CNCc1ccccc1,84,91,98,0,2,87,87,10
O=C(COC(=O)c1ccc(F)cc1F)Nc1cccnc1Cl,103,111,101,0,-1,109,107,2
COc1ccc([C@@H]2C[C@H]3CN(Cc4ccccc4OC)C(=O)[C@]34CCCN24)cc1C,101,91,108,3,2,106,107,6
Cc1ccc(NS(=O)(=O)c2cccc(C(=O)N3CCN(C(=O)c4ccco4)CC3)c2)cc1,109,109,94,4,1,102,102,-8
Cc1ccc(NC(=O)c2cccc(Cl)c2)nc1,101,97,97,7,-3,97,103,4
COc1ccccc1-c1noc(-c2ccccc2)n1,98,92,98,122*,-2,94,96,9
Cc1cc(NC(=O)CSc2ccc3c(c2)OCCO3)no1,101,99,100,-2,-7,96,101,-4
CCOCC(=O)Nc1ccc([N+](=O)[O-])cc1OC,92,101,96,-2,-12,94,95,3
O=[N+]([O-])c1cccnc1N1CCN(c2ccc(F)cc2)CC1,101,110,89,1,-4,96,94,1
CCOc1cc(N2CCOCC2)c(OCC)cc1NC(=O)c1ccco1,93,90,99,1,-7,98,88,12
O=C(/C=C/c1ccc(F)cc1)NCCCn1ccnc1,95,.,88,18,6,87,92,-1
Clc1cccc(Cl)c1CNCCCSc1ncccn1,99,87,100,-3,5,99,99,0
Nc1ncc2c(n1)CCN(c1ccc([N+](=O)[O-])cc1)C2,105,97,99,1,-4,99,106,-7
O=C(NCc1ccc(C(F)(F)F)cc1)C12CN(Cc3ccccc3)CC1C(c1cccc([N+](=O)[O-])c1)=NO2 (configuration not stated),103,97,102,7,7,103,112,10
COc1ccc([C@H]2CC(=O)C=C(c3cc(Cl)ccc3OC)C2)cc1,91,104,93,7,7,94,98,5
COc1ccc(OCC(=O)Nc2cccc(OC)c2)cc1,97,104,106,1,-2,103,101,5
O=C(NCc1ccc(Cl)cc1Cl)c1ccccn1,98,99,99,2,8,97,100,-2
c1ccc(Oc2cccc3cccnc23)nc1,108,118,103,-2,2,102,98,2
CCOC(=O)CSc1ncnc2c1cnn2-c1ccccc1,87,110,85,0,6,92,92,0
CCCCc1nnc(SC(C)C(=O)Nc2nccs2)n1C (configuration not stated),90,78,.,4,3,108,94,-1
CC[C@@]12C(=O)N(c3cccc(Br)c3)C(=O)N1[C@H](c1ccc(Br)cc1)[C@@H]1C(=O)N(C(C)(C)C)C(=O)[C@@H]12,75,119,66,3,0,95,92,-7
CCNC(=S)Nc1cccc([N+](=O)[O-])c1,104,96,97,3,-6,109,107,6
N#CC(C#N)=Cc1ccc(OCC(=O)N2CCOCC2)cc1,92,92,93,1,-3,93,95,-4
CS(=O)(=O)Nc1cccc(C2=NN(S(=O)(=O)c3ccccc3)C(c3ccco3)C2)c1 (configuration not stated),102,89,105,2,5,103,102,0
O=[N+]([O-])c1cccc(C=Nc2cccc3ccccc23)c1O,88,83,96,29,-8,90,92,-13
CCC(=O)N/C(N)=N/c1nc(C)c2cc(OC)ccc2n1,.,116,109,6,-3,104,109,-5
COc1cc(C(=O)ON=C2C3CC4CC(C3)CC2C4)cc(OC)c1OC,52,155*,180*,0,11,91,107,1
O=C(Cc1cccs1)NCc1cccs1,102,91,110,2,9,102,101,-1
COc1cc(NC(=O)c2c(OC)cccc2OC)ccc1NC(=O)c1cc2ccccc2o1,97,90,105,72*,3,107,107,13
O=C(NCc1ccccn1)Nc1cccc(Cl)c1,93,96,95,4,6,94,100,3
CC(C(=O)Nc1ncn[nH]1)N1C(=O)c2ccccc2C1=O (configuration not stated),84,84,89,3,0,89,95,-2
C#CCn1c(=NC(=O)c2sc3ccccc3c2Cl)sc2cc(S(N)(=O)=O)ccc21,87,91,93,-1,-11,90,95,-1
O=S(=O)(N1CCOCC1)N1CCN(c2ccc(F)cc2)CC1,99,101,108,-1,-3,101,104,13
COc1cccc(C2(O)CCN(C(=O)C(C)C)CC2)c1,102,110,95,0,9,96,112,-2
Cn1cccc1/C=N/NC(=O)Cc1ccccc1,104,103,101,-2,-2,98,103,-3
COCCn1nnnc1C(c1cccs1)N1CCCC(C)C1 (configuration not stated),110,110,116,0,-5,117,106,1
Nc1nnnn1/N=C/c1cccs1,97,92,98,0,1,95,92,-10
CN1CCN(C(=O)CCc2nc3ccccc3c(=O)[nH]2)CC1,89,92,90,3,3,95,97,8

# Next records follow:
SMILES,AGP1 TOR yeast,LAP4 TOR yeast,CIT2-GFP yeast,AHR act,proCasp3 act,RPL19A TOR yeast,MEP2 TOR yeast,procasp7 counter
COc1ccc(-n2c(C)nn(CCOc3ccccc3)c2=O)cc1,93,90,99,6,12,99,98,-4
CCCCn1nnc(NC(=O)C(c2ccccc2)c2ccccc2)n1,132,102,102,1,0,113,114,7
COc1ccc(C2CC(c3ccc(F)cc3)Nc3nc(N)nn32)cc1 (configuration not stated),104,102,100,-3,2,103,105,6
Fc1ccc(/C=N/n2c(-c3cccs3)n[nH]c2=S)cc1,95,104,112,3,-18,96,97,-20
O=C(O)c1ccc(C(=O)c2ccc3c(c2)C(=O)N(CCO)C3=O)cc1,108,102,103,2,4,111,118,6
Cc1cc(C)c2c(N)c(C(=O)NCc3ccco3)sc2n1,82,86,84,5,3,86,103,3

# Screens: PubChem BioAssay, several laboratories

# Not a hit list (roughly 3.5% active in at least one column).
